# WRN inhibitor = qHTS for Inhibitors of WRN Helicase | Bifunctional 3'-5' exonuclease/ATP-dependent helicase WRN (Homo sapiens), Q14191 | WRN helicase unwinding, fluorescent forked duplex, kinetic | Potency, µM (top dose mostly 114 µM), without a hit: at the highest dose activity change, negative = inhibition, usual class: inhibitors | 0.46% of 360,000 active | AID 651768, 2012; also: potency is read from the fitted curve at half-maximal effect; % is scaled to controls: 0 for no effect and ±100 for the full control effect; nearly all actives have a fitted effect of over 55% in size
#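 Kinetic fluorescence helicase assay: unwinding of a quenched forked DNA duplex (100 nM final) with 2 mM ATP final raises red fluorescence (525/598 nm). Compounds sat 15 min at room temperature with 20 nM WRN beforehand.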
# PI5P4K alpha inh = qHTS for Inhibitors of phosphatidylinositol 5-phosphate 4-kinase (PI5P4K); Phosphatidylinositol 5-phosphate 4-kinase type-2 alpha (Homo sapiens), P48426; PI5P4Kalpha enzyme, ADP-Glo luminescence, 60 min; stronger effect = lower value; max response, %; 1.2% of 330,000 active; AID 652105, 2013; active = max response of -50% or lower; inconclusive = between -30% and -50%; inactive = -30% or higher; also: value at the top dose of about 77 µM; % is scaled to controls: 0 for no effect and ±100 for the full control effect
# Target sequence (P48426 whole entry, looked up): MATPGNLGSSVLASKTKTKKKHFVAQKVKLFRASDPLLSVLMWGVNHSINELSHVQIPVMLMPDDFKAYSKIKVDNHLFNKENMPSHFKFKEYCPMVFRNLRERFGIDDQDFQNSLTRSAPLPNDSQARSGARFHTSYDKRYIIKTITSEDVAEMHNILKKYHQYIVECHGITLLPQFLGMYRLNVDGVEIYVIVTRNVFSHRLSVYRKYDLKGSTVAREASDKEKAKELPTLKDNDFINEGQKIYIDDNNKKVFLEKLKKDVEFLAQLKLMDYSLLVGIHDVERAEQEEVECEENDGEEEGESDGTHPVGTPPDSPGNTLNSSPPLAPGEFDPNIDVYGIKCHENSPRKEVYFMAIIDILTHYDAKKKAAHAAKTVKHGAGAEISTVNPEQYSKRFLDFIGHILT
#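 Quantitative HTS of the MLSMR library against PI5P4Kalpha with substrate. ATP added last at 5 microM final; room temperature, 60 minutes. Remaining ATP depleted, ADP converted and read as luminescence.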
# EPAC1 ag = qHTS for Agonist of cAMP-regulated guanine nucleotide exchange factor 3 (EPAC1): primary screen; 0.073% of 360,000 active; EPAC1 agonist qHTS, biochemical assay; response scale: 100% = response to 6.5 mM cAMP; Rap guanine nucleotide exchange factor 3 (Homo sapiens), O95398; Potency, µM (series often up to 154 µM), inactives show top-dose activation, hits mostly activators; also: potency is read from the fitted curve at half-maximal effect; nearly all actives have a fitted effect of over 60% in size
#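 Multi-concentration qHTS readout: loss of Rap1B-bound BODIPY-GDP fluorescence driven by 100 nM EPAC1 with excess GDP (50 uM), monitored kinetically at room temperature; agonist response expressed relative to 6.5 mM cAMP.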
# FUS suppressor = qHTS for Suppressors of FUS Proteinopathy: Primary screen using FUS-linked yeast assay; S. cerevisiae FUS-expressing, growth rescue, OD600, 24 h; Potency, µM (highest dose often 76.6 µM), inactives show at the highest dose growth rescue (activation), hits mostly activators; 0.24% of 390,000 active; AID 1347120, 2019;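 also: potency is read from the fitted curve at half-maximal effect; plate controls were DMSO vehicle for no effect and reference control for full effect; nearly all actives have a fitted effect of over 55% in size; some results filed as inactive show a strong effect at the top dose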
#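 Read-out: OD at 600 nm after 24hr at 30C, reporting rescue of FUS-induced yeast toxicity. Cells at OD 0.005 in galactose (2%) minimal medium; compounds tested in a dilution series; CP55940 titration from 92uM final as control.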
# Abeta rescue = qHTS for compounds that reverse cellular toxicity of Amyloid beta (A-beta) peptide in yeast: Primary Screen. 0.063% of 410,000 active. yeast expressing A-beta42, growth rescue, OD600, 48 h; response scale: 0% DMSO, 100% iron-clioquinol control. AID 1347071, 2019. Potency, µM (series often up to 46.1 µM), inactives show at the top dose growth rescue, usual class: activators; also: potency is read from the fitted curve at half-maximal effect; nearly all actives have a fitted effect of over 55% in size
#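 Yeast A-beta toxicity model in growth medium with pinned compounds, 48 h at 30 C; growth read as absorbance at 600 nm. Normalized to FeCl3/clioquinol equimolar mix (positive) and DMSO (negative).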
# PLK1 PBD block = qHTS for Inhibitors of PLK1-PDB (polo-like kinase 1 - polo-box domain): Primary Screen; Potency, µM, inactives show max response, negative = inhibition, actives largely listed as inhibitors; Plk1 PBD binding of FITC phosphopeptide, fluorescence polarization; Serine/threonine-protein kinase PLK1 (Homo sapiens), P53350; 2.8% of 360,000 active; also: potency is read from the fitted curve at half-maximal effect; series mostly up to about 57 µM; % is scaled to controls: 0 for no effect and ±100 for the full control effect; nearly all actives have a fitted effect of over 65% in size
# Target sequence (P53350 whole entry, looked up, the tested form may be a part): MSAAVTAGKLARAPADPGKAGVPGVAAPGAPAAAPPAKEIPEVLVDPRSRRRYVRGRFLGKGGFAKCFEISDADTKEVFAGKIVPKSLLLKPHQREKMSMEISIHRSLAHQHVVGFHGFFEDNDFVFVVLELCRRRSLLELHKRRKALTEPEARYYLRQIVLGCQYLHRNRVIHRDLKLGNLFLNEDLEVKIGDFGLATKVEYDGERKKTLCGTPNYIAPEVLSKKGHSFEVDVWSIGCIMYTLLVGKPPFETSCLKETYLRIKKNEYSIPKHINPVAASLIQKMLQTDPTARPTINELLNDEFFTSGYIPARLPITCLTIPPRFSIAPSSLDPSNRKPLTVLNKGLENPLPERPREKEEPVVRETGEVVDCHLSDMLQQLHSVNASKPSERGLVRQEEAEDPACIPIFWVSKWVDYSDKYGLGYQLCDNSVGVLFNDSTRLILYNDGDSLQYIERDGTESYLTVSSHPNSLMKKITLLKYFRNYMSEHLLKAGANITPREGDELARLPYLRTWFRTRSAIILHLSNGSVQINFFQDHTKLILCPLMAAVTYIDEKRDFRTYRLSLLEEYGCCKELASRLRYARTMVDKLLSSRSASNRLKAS
# EPAC1 antagonist = qHTS for Antagonist of cAMP-regulated guanine nucleotide exchange factor 3 (EPAC1): primary screen. Rap guanine nucleotide exchange factor 3 (Homo sapiens), O95398. EPAC1 GEF assay, Rap1b-BODIPY-GDP exchange fluorescence. Potency, µM (titrated, usually from 115 µM), for inactives: at the top dose activity change, negative = inhibition, most hits filed as inhibitors. 0.14% of 360,000 active;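 also: potency is read from the fitted curve at half-maximal effect; plate controls were vehicle for no effect and positive control for full effect; nearly all actives have a fitted effect of over 50% in size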
# aSyn yeast inh = qHTS of alpha-syn Inhibitors. 0.14% of 370,000 active. Potency, µM (doses to about 46.1 µM), for the others: at the top dose growth rescue (activation), actives largely listed as activators. Yeast expressing alpha-synuclein, growth rescue, BacTiter-Glo, 24 h. AID 652106, 2013; also: potency is read from the fitted curve at half-maximal effect; % of control where 0% means no effect; nearly all actives have a fitted effect of over 65% in size
#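 Readout is rescue of growth in alpha-synuclein-expressing yeast, so inhibitors of toxicity appear as activators. Growth after 24 hr at 30 deg C in galactose medium is quantified by luminescence.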
# IL-2 act = qHTS of IL-2 Activators; IL-2 activation reporter assay, cell-based qHTS; stimulated with anti-CD3/CD4/CD28 beads; in transgenic mouse T cells; activation, % (series mostly up to about 46 µM); 0.065% of 360,000 active; AID 652025, 2013; in the data active = activation above about 50%; inconclusive = mostly about 30% to 49%; also: 0% is about no effect
#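 Unstimulated transgenic mouse T cells; 60-min compound exposure; bead-based TCR/CD4/CD28 stimulation; 18 h culture, 37 degrees C; dual fluorescence (EGFP, DsRed) plate cytometry.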
# * marks the source's active call; other numbers are inactive results; u = inconclusive; x = no result given; & = joins results of further samples; [ ] = dose if it differs, or a comment. Unless noted, calls follow the shape of the dose curve; as a rule, active = well fitted curve in the direction sought with a large enough effect; inconclusive = small, poorly fitted or top-dose-only effect, or another doubt; inactive = no such curve, though single readings can be large; an effect the other way counts as inactive or inconclusive.
SMILES,WRN inhibitor,PI5P4K alpha inh,EPAC1 ag,FUS suppressor,Abeta rescue,PLK1 PBD block,EPAC1 antagonist,aSyn yeast inh,IL-2 act
COc1cc(-c2cc(=O)c3c(O)c(OC)c(OC)c(O)c3o2)ccc1O,u,u,-2.1%,16.4%,1.2%,-0.4%,-12.5%,-6.6%,-0.2
CCOc1ccc(NC(=O)CN(C)C(=O)c2cc(C)nc3ccccc23)cc1OCC,5.2%,0.5,-1.5%,10.6%,-10.4%,-5.3%,-9.3%,-0.7%,0.3
CCOC(=O)c1cnc2c(ccc3ccccc32)c1N,9.2%,-0.2,8.2%,-13.5%,-18.8%,-13.7%,-3.2%,-18.5%,-0.4
Cc1ccc(S(=O)(=O)Nc2ncnc3sc(C)c(C)c23)cc1,2.4%,2.6,7.7%,x,2.6%,-1.7%,8.2%,7.8%,0.2
CC(CCc1ccccc1)NC(=O)COC(=O)c1ccccc1O (stereo not drawn),-2.8%,2.3,-7.2%,-6.6%,-1.7%,-0.2%,6.4%,3.5%,0.4
Cc1ccccc1OCCC(=O)OCC(=O)NC1CC1,-9.1%,2.3,0.0%,19.5%,20.8%,-7.6%,-17.6%,-5.7%,0.1
O=C(Oc1ccc2c(c1)O/C(=C\c1ccncc1)C2=O)c1ccccc1,-20.0%,u,17.6%,x,16.4%,-14.0%,-18.5%,13.2%,0.3
COc1ccc(C(=O)NNC(=O)c2ccccc2[N+](=O)[O-])cc1[N+](=O)[O-],-19.4%,1.5,0.9%,2.5%,-3.6%,-10.7%,u,-4.4%,-2.9
CC(=O)Nc1ccc(NC(=O)COC(=O)c2c3c(nc4ccccc24)CCN(Cc2ccccc2)C3)cc1,-23.5%,-1.4,7.5%,x,-4.4%,-21.9%,-8.6%,1.1%,-0.2
CCc1ccc(-c2cc(C)no2)cc1S(=O)(=O)Nc1ccccn1,-2.4%,-2.2,-9.8%,-1.0%,1.6%,-17.9%,-11.0%,-5.2%,-0.9
COc1ccc(/C(C)=N/N=C(N)N)c(O)c1,7.4%,4.4,4.6%,-3.4%,-39.1%[inhibitor],-7.2%,13.1%,-9.7%,0.7
Cc1nn(CC(=O)Nc2ccc3c(c2)nc(CCN2CCCCC2)n3C)c(=O)c2ccccc12,-8.9%,x,-4.1%,26.5%,6.3%,-2.6%&2.9%,2.5%,0.7%,0.3
Nc1ccccc1N1CCN(C(=O)c2ccccc2)CC1,6.7%,-4.2,-2.5%,23.8%,6.9%,-8.4%,13.3%,2.2%,3.0
CCCCCCSC1=C(C#N)C(c2ccc(C)o2)CC(=O)N1 (stereo not drawn),-9.7%,x,13.3%,-19.6%,-1.3%,-22.0%,-9.1%,8.7%,0.9
CCn1c(CC(=O)Nc2ccccc2F)nnc1SCC(=O)NC1CCCC1,1.6%,0.1,2.2%,11.0%,-3.2%,-16.5%,4.6%,-1.6%,0.6
O=C(NC12CC3CC(CC(C3)C1)C2)C1CC(=O)N(c2ccccc2)C1 (stereo not drawn),-29.9%[57.1 µM],2.4,-15.5%,-1.4%,9.3%,-5.7%,-9.3%,12.1%,-0.3
O=C(O)CCCC(=O)Nc1ccc(C(=O)NCc2cccnc2)cc1,3.9%,2.9,5.2%,5.5%,0.2%,-7.0%,16.8%,-0.4%,-1.3
CC(C)[C@H]1CN=C2N(CCNC(=O)CCC3CCCCC3)[C@H](Cc3ccc(O)cc3)CN21,1.2%,u,-2.8%,11.3%,0.0%,26.7µM*,-14.5%,-1.6%,1.3
CC1CN(c2oc(Cc3cccc4ccccc34)nc2C#N)CC(C)O1 (stereo not drawn),4.7%,3.0,9.9%,14.0%,-8.3%,1.6%,2.2%,14.7%,-0.7
CCCCC(=O)NCc1ccc(F)cc1,-6.0%,7.9,1.2%,x,24.0%,u,-12.9%,0.4%,0.0
CC(=O)OC(C)(C)/C=C/C(=O)[C@](C)(O)C1[C@H](O)C[C@@]2(C)C3CC=C4C(C=C(O[C@@H]5O[C@H](CO)[C@@H](O)[C@H](O)[C@H]5O)C(=O)C4(C)C)[C@]3(C)C(=O)C[C@]12C (stereo partly drawn),-9.3%,4.4,-1.3%,-8.6%,6.5%,-25.7%,-21.1%,4.1%,-0.4
COc1ccc(C(=O)COC(=O)c2cc(S(=O)(=O)NCc3ccccc3)ccc2O)cc1,7.5%,-17.5,-2.8%,16.7%,14.5%,-8.4%,-1.3%,-4.7%,0.8
COc1ccc(C(=O)n2cnc(N)n2)cc1,-8.6%,-13.8,0.9%,-25.6%,-16.0%,u,0.4%,-8.8%,0.0
COc1ccc(/C=C/C(=O)N2CCN(S(=O)(=O)c3ccccc3Br)CC2)cc1OC,1.3%,0.4,1.5%,u,-0.3%,5.0%,-10.6%,u,2.6
COc1cc(OC)cc(-c2nc3ccccc3c(=O)n2NC(=O)c2cccnc2Cl)c1,-1.5%,-0.4,8.7%,-13.9%,2.1%,-6.8%,-21.4%,-5.3%,0.7
CC(=O)Nc1cccc(Cl)c1C(=O)O,-6.0%,0.9,-5.3%,0.9%,9.9%,1.8%,0.2%,u,-0.5
Cc1cccc(-c2cc3nc(C)cc(NCCCN(C)C)n3n2)c1,-6.0%,x,-7.6%,30.9%,7.5%,-6.0%,6.6%,-4.7%,-0.9
CCOC(=O)N1CCN(C(c2ccc(C(C)C)cc2)c2sc3nc(C)nn3c2O)CC1 (stereo not drawn),-9.4%,-0.9,-8.6%,32.3%,-1.9%,-5.4%,-4.5%,-0.4%,0.9
COc1cc(C(c2sc3nc(C)nn3c2O)N2CCOCC2)cc(OC)c1OC (stereo not drawn),-2.4%,1.5,1.2%,-17.1%,5.4%,0.3%,-2.5%,-1.9%,-0.7
C=CCn1c(SCC(=O)NC2CC2)nnc1C1CC1,-1.5%,4.2,-8.8%,16.1%,12.7%,1.1%,6.7%,6.1%,-2.2
CC(Nc1nc(N2CCN(CCO)CC2)nc2ccccc12)c1ccccc1 (stereo not drawn),-2.8%,6.0,-10.5%,0.0%,-13.6%,-5.4%,-29.5%,-5.0%,-3.2
C[C@H](NC(=O)c1nc[nH]c1C(=O)N(C)CCO)c1ccccc1,-1.4%,14.4,-5.1%,-14.1%,0.0%,-12.6%,-5.0%,0.9%,0.3
Cc1cc(N)n(-c2ccccc2C)n1,3.9%,-6.3,8.5%,-1.8%,-3.9%,-7.1%,-6.1%,1.7%,-0.8
CN(C(=O)COC(=O)Cc1ccccc1[N+](=O)[O-])C1CCS(=O)(=O)C1 (stereo not drawn),-0.1%,1.8,-9.8%,-23.2%,-10.4%,1.1%,-13.5%,-1.4%,0.1
COc1ccccc1-c1cnnc(N/N=C/c2ccc(-c3cccc(Br)c3)o2)n1,-1.9%,x,-9.0%,18.3%,6.8%,-3.8%,6.6%,-3.7%,1.7
O=C(COc1cc(O)c2c(=O)cc(-c3ccccc3)oc2c1)c1ccccc1,3.3%,-10.5,-3.8%,-12.6%,7.7%,0.6%,11.7%,0.2%,-0.3

# One compound at a time, as listed above. Screens in order: WRN inhibitor	PI5P4K alpha inh	EPAC1 ag	FUS suppressor	Abeta rescue	PLK1 PBD block	EPAC1 antagonist	aSyn yeast inh	IL-2 act
# `O=C(COc1cc(O)c2c(=O)cc(-c3ccccc3)oc2c1)c1ccccc1` in the list: 3.3%	-10.5	-3.8%	-12.6%	7.7%	0.6%	11.7%	0.2%	-0.3
# `COc1ccccc1-c1cnnc(N/N=C/c2ccc(-c3cccc(Br)c3)o2)n1` in the list: -1.9%	x	-9.0%	18.3%	6.8%	-3.8%	6.6%	-3.7%	1.7

# New compounds follow:
SMILES,WRN inhibitor,PI5P4K alpha inh,EPAC1 ag,FUS suppressor,Abeta rescue,PLK1 PBD block,EPAC1 antagonist,aSyn yeast inh,IL-2 act
CN(C(=O)CSc1nc(O)cc(=O)n1-c1ccccc1F)c1ccccc1,7.7%,4.1,-0.1%,23.0%,2.1%,4.1%,8.9%,-5.2%,0.7
O=C(Nc1ccc([N+](=O)[O-])cn1)c1cccnc1,-7.1%,-6.0,1.3%,33.0%,-2.0%,-19.9%,-14.7%,-7.2%,3.8
CCc1nc2sc3c(=O)[nH]cnc3c2c2c1CSC(C)(C)C2,-8.3%,u,2.1%,20.4%,7.1%,26.7µM*,-1.7%,-0.2%,0.8
CCN(C(=O)Cn1cnc2cc([N+](=O)[O-])ccc2c1=O)C1CCS(=O)(=O)C1 (stereo not drawn),-6.4%,-1.9,3.4%,5.6%,-1.2%,-6.7%,-1.5%,-6.7%,-1.1
C[C@H](CO)N1C[C@H](C)[C@@H](CN(C)C(=O)Nc2ccc(C(F)(F)F)cc2)Oc2ccc(NC(=O)Cn3cnnn3)cc2C1=O,-9.2%,0.5,-7.8%,7.3%,3.1%,-14.0%,-0.1%,0.4%,-0.3
COc1cccc(-c2ccc3ncnc(NCc4cccs4)c3c2)c1,x,x,5.5%,-3.6%,7.5%,x,-3.4%,x,-0.5
C=C[C@H]1C(O[C@@H]2O[C@H](CO)[C@@H](O)[C@H](O)[C@H]2O)OC=C2C(=O)N3CCc4cc(OC)c(O)cc4[C@H]3C[C@H]21 (stereo partly drawn),7.4%,-7.4,-27.8%,-17.6%,-17.2%,-4.5%,7.7%,-17.6%,1.8
O=C1CCCC2=C1C(c1ccc(O)c(O)c1)c1c(ccc3ncccc13)N2 (stereo not drawn),-18.3%[11.6 µM],u,-9.6%,2.9%,-4.5%,u,u,0.6%,-0.6
